Source: PubChem BioAssay (several laboratories)
S1P3 ag – S1P3 (human) receptor agonism. AID 373. 0.1% of 60,000 active. Q99500. S1P3 NFAT-BLA reporter cells, FRET ratio; relative to 1 µM S1P, basal subtracted. activation, % at 4.5 µM;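 active means activation above the screen-wide mean plus 3 SD, cut at about 4.5% in these data, passing the limit was not always enough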; further: some compounds called inactive have numbers as strong as hits
Target sequence (Q99500 whole entry, looked up): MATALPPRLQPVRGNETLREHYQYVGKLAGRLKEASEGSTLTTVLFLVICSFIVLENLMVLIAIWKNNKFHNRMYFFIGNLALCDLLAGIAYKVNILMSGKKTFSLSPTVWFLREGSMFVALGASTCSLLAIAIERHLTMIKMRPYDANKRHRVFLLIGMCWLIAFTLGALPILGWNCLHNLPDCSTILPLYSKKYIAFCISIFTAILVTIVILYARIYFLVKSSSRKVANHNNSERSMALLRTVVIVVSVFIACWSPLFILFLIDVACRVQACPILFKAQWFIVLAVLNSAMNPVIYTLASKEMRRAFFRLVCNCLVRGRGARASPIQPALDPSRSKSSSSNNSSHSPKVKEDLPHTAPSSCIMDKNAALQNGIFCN
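Assay system: stable CHO line with human S1P3, Gα16, NFAT-BLA reporter; Detection: FRET β-lactamase substrate fluorescence, excitation 405 nm, 460/535 nm emission ratio, background-subtracted; Read-out: percent activation versus median 1 µM S1P response, basal-subtracted, per plate; Incubation: cells plated overnight, compound 4 h 37 °C, substrate 2 h RT.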
S1P1 ag pot – activates or potentiates agonism at human S1P1 receptor. P21453. activation, % at 9.5 µM. 0.57% of 56,000 active. S1P1 CRE-bla cells, forskolin, beta-lactamase FRET, potentiator mode; S1P1 agonist co-added at EC20, 2 nM; 100% = saturating reference agonist, 0% = basal;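 active means activation above a cutoff set at the mean activation of all tested compounds plus 3 SD, cut at about 54% in these data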;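 further: forskolin at 4 µM as EC80 and the EC20 agonist is SEW2871; 100% = SEW2871 at its EC100 plus forskolin at EC80; some compounds past the cut are filed as inactive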
5HT1E ag – agonists of human 5-HT1E serotonin receptor; activation, % at 6 µM; 0.69% of 65,000 active; CHO 5-HT1E Ga15 NFAT-bla reporter, FRET; 0% DMSO wells, 100% control agonist wells; AID 574; P28566;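 active means activation above a set limit, the screen-wide mean activation plus 3 SD, cut at about 8.5% in these data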;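 further: 100% = positive control agonist at 1 µM giving full maximal response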
Target sequence (P28566 whole entry, looked up): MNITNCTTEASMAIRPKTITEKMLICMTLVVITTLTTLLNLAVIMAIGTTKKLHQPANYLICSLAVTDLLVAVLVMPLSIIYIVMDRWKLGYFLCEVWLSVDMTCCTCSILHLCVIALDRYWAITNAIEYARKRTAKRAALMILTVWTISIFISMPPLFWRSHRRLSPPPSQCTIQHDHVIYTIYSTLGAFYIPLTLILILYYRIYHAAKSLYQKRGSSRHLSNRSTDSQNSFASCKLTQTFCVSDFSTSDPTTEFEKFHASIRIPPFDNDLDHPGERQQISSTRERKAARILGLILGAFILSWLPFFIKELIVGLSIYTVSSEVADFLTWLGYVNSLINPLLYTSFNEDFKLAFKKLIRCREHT
M1 agonist – M1 muscarinic receptor agonism | CHO-M1 cells, Fluo-4 calcium fluorescence, agonist mode; active compounds read high | 3% of 64,000 active | B-score at 10 µM | AID 626;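 active means fluorescence rise, raw or as B-score row- and column-corrected plate score, outside the 99.7% band of its plate's samples, either direction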
M1 antagonist – M1 muscarinic receptor (rat) antagonism; P08482; CHO-M1 cells, Fluo-4 calcium, ACh EC80 antagonist mode; active compounds read low; B-score at 10 µM; 3.4% of 64,000 active; AID 628;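 active means calcium fluorescence response, raw or row-and-column corrected B-score, differing from the plate sample mean either way at a set confidence level, mostly lower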
Her2 expr inh – inhibitors of human Her2 kinase expression. 0.69% of 65,000 active. SKBR-3 HER2 protein level, AlphaScreen, 18-24 h; active compounds read low. P04626. HER2 level % of control, % at 10 µM;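 active means HER2 level under 5% of the carrier-only control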;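 further: 100% = DMSO carrier and 0% = 500 nM PU-H71 HSP90 inhibitor; lower value means stronger loss of Her2 protein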
HTR1E antagonist – 5-HT1E (human) receptor antagonism | inhibition, % at 6 µM | 0.99% of 65,000 active | CHO 5-HT1E Ga15 NFAT-bla reporter, FRET, antagonist | AID 571 | P28566;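 active means inhibition above a set limit, the mean inhibition across every tested compound plus 3 SD, cut at about 29% in these data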;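 further: signal is the 460 over 535 nm emission ratio of beta-lactamase substrate; 0% = agonist plus DMSO wells and 100% = wells without agonist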
Jurkat viability – cytotoxicity toward Jurkat cells; Jurkat E6.1 viability, ATP luminescence, 48 h; inhibition, % at 4 µM; 1.2% of 56,000 active; AID 463;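 active means inhibition above the mean inhibition of all tested compounds plus 3 SD, cut at about 28% in these data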
HEK293 NFkB inh – lowers PMA/ionomycin-induced NF-kB signal in HEK293 cells. HEK-293 NF-kB luciferase reporter, luminescence. inhibition, % at 3 µM. 0.21% of 62,000 active. AID 465;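 active means inhibition above the mean of all tested compounds plus 3 SD, cut at about 40% in these data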;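 further: 0% = stimulated DMSO wells and 100% = 10 µM reference inhibitor 5653914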
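System – HEK-293 cells with stable firefly luciferase reporter driven by four HIV NF-kB elements · Doses – one dose, 3 µM · Schedule – 1 h compound pre-incubation, 16 h PMA/ionomycin at 37 °C · Technique – luminescence from luciferase substrate reagent · Measure – percent inhibition normalized per plate to DMSO and reference-inhibitor controls · Replicates – tested once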
An asterisk follows results filed as active; . = no result given.

#	molecule	S1P3 ag	S1P1 ag pot	5HT1E ag	M1 agonist	M1 antagonist
1	Cc1ccc2c(c1)NC(=O)C(CC(=O)NCCCN1CCCC1)O2 (centres undefined)	-1.6	-8	-0.1	0.67	0.31
2	CC1CCc2c(sc3ncnc(SCC(=O)N4CCN(C(=O)c5ccco5)CC4)c23)C1 (centres undefined)	-0.6	-2	-0.9	0.17	-1.9
3	CCOc1ccccc1NC(=O)N1CCCC(c2nc3c(nnn3Cc3ccc(C)cc3)c(=O)[nH]2)C1 (centres undefined)	.	.	1.0	-0.39	0.092
4	CC(C)n1c(SCc2ccccc2F)nc2c1c(=O)n(C)c(=O)n2C	-0.3	4	0.4	0.42	-0.75
5	COc1ccc(-n2c(SCC#N)nnc2-c2ccc(NS(=O)(=O)c3ccc(C)cc3)cc2)cc1	-1.1	-20	-0.5	-0.15	0.67
6	O=C1CCCC2=C1C(c1cccs1)n1nc(SCc3ccccc3F)nc1N2 (centres undefined)	.	.	-0.2	-0.61	-0.21
7	Cc1oc(-c2cccs2)nc1CS(=O)CC(=O)NCCCOC(C)C (centres undefined)	-0.8	10	-1.4	-0.35	-0.6
8	CCOC(=O)CNC(=O)C1c2cc(OC)c(OC)cc2C(=O)N(C)C1c1ccccc1F (centres undefined)	.	.	-0.1	2.1	0.34
9	c1ccc2c(c1)OCC(CNc1ncnc3nc[nH]c13)O2 (centres undefined)	-2.0	24	0.8	104*	-5.5*
10	CCOC(=O)N1CCN(C(=O)CSCC(=O)Nc2nc(-c3ccc(Cl)s3)cs2)CC1	0.1	16	-0.4	1.2	-0.53

#	Her2 expr inh	HTR1E antagonist	Jurkat viability	HEK293 NFkB inh
1	98	-2	-1	3
2	101	8	2	13
3	66	4	.	19
4	72	22	1	4
5	126	1	11	27
6	97	22	.	12
7	88	0	-2	7
8	163	-1	.	9
9	111	-2	11	14
10	58	-4	-3	11

Next part
#	molecule	S1P3 ag	S1P1 ag pot	5HT1E ag	M1 agonist	M1 antagonist
11	COc1ccc(C(=O)N(CCN2CCOCC2)CC(=O)NC2CCCC2)cc1OC	0.6	-2	0.3	0.54	-1.8
12	CCCC1CC(=O)OC1(C)C(=O)CSc1n[nH]c(-c2ccccc2)n1 (centres undefined)	-3.8	-14	-0.7	-0.11	-0.7
13	CC1=C(C(=O)Nc2ccc(F)cc2)C(c2ccncc2)C2=C(CCCC2=O)N1 (centres undefined)	-0.9	.	0.0	.	.
14	O=C(CN1CCOCC1)NCCNC(=O)CN1CCOCC1	0.5	-36	0.4	4.2*	1
15	COc1ccc2[nH]c(C)c(CCN3C(=O)C4CC=CCC4C3=O)c2c1 (centres undefined)	0.6	-14	-0.3	-0.55	0.035
16	O=C(NCc1cccs1)c1cc(-c2cccc(Cl)c2)on1	-0.2	4	-0.5	-0.53	0.074
17	Cc1ccc2nc(C)cc(NCCO)c2c1	-0.9	-25	-0.8	1.3	1.2
18	CC1CC(C)(C)NC(=O)O1 (centres undefined)	-0.3	-9	-0.1	-0.34	-0.07
19	CCCc1nnc(NC(=O)NCCN2C(=O)C3C4C=CC(C4)C3C2=O)s1 (centres undefined)	-1.0	-6	0.8	-1.1	0.47
20	CCc1ccccc1NC(=O)c1cc(C2CC2)on1	-1.0	16	1.1	-0.0049	-0.25

#	Her2 expr inh	HTR1E antagonist	Jurkat viability	HEK293 NFkB inh
11	99	-11	-7	20
12	57	13	.	.
13	87	5	-1	-10
14	92	-2	4	20
15	77	-1	1	-2
16	63	6	-7	1
17	124	-5	4	12
18	129	3	-3	11
19	94	-1	-1	6
20	84	-2	-1	-2

The closing 4 compounds of the part above lead into the next:
#	molecule	S1P3 ag	S1P1 ag pot	5HT1E ag	M1 agonist	M1 antagonist
17	Cc1ccc2nc(C)cc(NCCO)c2c1	-0.9	-25	-0.8	1.3	1.2
18	CC1CC(C)(C)NC(=O)O1 (centres undefined)	-0.3	-9	-0.1	-0.34	-0.07
19	CCCc1nnc(NC(=O)NCCN2C(=O)C3C4C=CC(C4)C3C2=O)s1 (centres undefined)	-1.0	-6	0.8	-1.1	0.47
20	CCc1ccccc1NC(=O)c1cc(C2CC2)on1	-1.0	16	1.1	-0.0049	-0.25
21	O=C(COc1ccc(S(=O)(=O)N2CCCC2)cc1)NCc1ccco1	.	.	-1.7	0.26	-0.46
22	O=C(C1=C(O)C(=O)N(CCCN2CCOCC2)C1c1ccccn1)c1cccs1 (centres undefined)	-0.4	-15	0.4	-0.99	-0.0037
23	Cc1nc(N)sc1-c1nnc(SCC(=O)Nc2nccs2)n1C	-1.7	13	-0.3	-0.97	-0.24
24	CC(C)C(=O)Nc1cccc(C(=O)Nc2ccc3c(c2)OCO3)c1	-1.2	-4	1.1	-1.1	0.36
25	CCOc1nc(C)ccc1-c1noc(C)n1	0.1	-27	0.4	-0.13	0.46
26	Cc1onc(-c2c(F)cccc2Cl)c1C(=O)NCc1ccco1	-1.3	-14	0.7	-0.12	0.0022
27	O=C(Nc1ccc(F)cc1Cl)c1ccc2c(=O)n3c(nc2c1)CCCCC3	-1.8	10	0.5	-1.8	0.18
28	CCOc1ccc(NCc2nnc(SCC(=O)Nc3cc(C)on3)n2-c2ccccc2OC)cc1	0.3	-10	0.8	-0.49	-0.18
29	O=C(c1cc(-c2ccccc2)nc2ccccc12)N1CCN(c2ccccn2)CC1	-0.6	.	0.0	4.1*	-1.2
30	Cc1ccc(S(=O)(=O)c2cc3c(=O)n4cccc(C)c4nc3n(Cc3ccco3)c2=N)cc1C	-1.1	-4	0.9	0.76	0.62

#	Her2 expr inh	HTR1E antagonist	Jurkat viability	HEK293 NFkB inh
17	124	-5	4	12
18	129	3	-3	11
19	94	-1	-1	6
20	84	-2	-1	-2
21	109	14	.	16
22	73	0	.	.
23	87	7	5	19
24	83	0	-4	-23
25	97	-3	-4	12
26	78	-9	5	16
27	96	5	5	6
28	69	-11	6	-9
29	102	10	-4	15
30	84	-8	2	22

Further results:
#	molecule	S1P3 ag	S1P1 ag pot	5HT1E ag	M1 agonist	M1 antagonist
31	O=C(NCC(c1ccc(F)cc1)N1CCOCC1)c1ccc(Br)o1 (centres undefined)	.	.	-0.1	-0.082	-0.19
32	Cc1nnc(SCc2ccon2)n1-c1ccccc1	-0.1	6	-1.3	-0.27	0.0058
33	Cc1noc(C)c1S(=O)(=O)N1CCCC(C(=O)NCCc2ccccc2)C1 (centres undefined)	-0.9	-6	-0.1	-0.092	-0.22
34	CCOC(=O)CSc1nnc(-c2ccco2)n1C	-1.0	-12	2.4	.	.
35	C=C(C)COc1ccc(-c2nc(N)ncc2Oc2ccccc2OC)c(O)c1	-0.7	50	1.0	0.38	0.022
36	CC(C)CNC(=O)C1CCN(c2ccc(S(=O)(=O)N3CCOCC3)cc2Cl)CC1	-0.8	24	-0.5	-1.6	-0.086
37	CCCCCC(=O)N1CCN(CCN=CC2=C(O)CC(c3ccc(OC)c(OC)c3)CC2=O)CC1 (centres undefined)	-0.8	-16	-0.1	-0.18	-1.2
38	CCCNC(=O)c1cccc(Cn2nc(C)c(Br)c2C)c1	0.7	-2	0.6	-1.2	-0.36
39	O=C(O)c1cccc(CSc2ncccn2)c1	-0.6	7	-0.2	-0.25	0.8
40	CCOC(=O)c1cc2sccc2n1CC(=O)OC(C)C	-0.2	11	-0.9	0.015	-0.7

#	Her2 expr inh	HTR1E antagonist	Jurkat viability	HEK293 NFkB inh
31	69	-4	.	4
32	.	2	-3	5
33	89	-2	4	-5
34	98	-5	-10	0
35	104	15	4	25
36	93	13	13	20
37	80	3	-2	14
38	66	-9	-1	4
39	119	16	4	-4
40	106	1	4	16

Other compounds follow.
#	molecule	S1P3 ag	S1P1 ag pot	5HT1E ag	M1 agonist	M1 antagonist
41	Cc1cc(C)nc(SCC(=O)O)n1	0.2	-24	0.2	-0.89	0.14
42	O=C(O)CCSc1nnc(-c2ccc3c(c2)OCO3)o1	-0.9	-23	-0.3	0.93	0.33
43	Cc1cc(C)nc(SCCC(=O)N(C)C)n1	-1.2	-15	-0.1	0.00077	0.094
44	COc1ccc(OC)c(NC(=O)C2CCN(S(=O)(=O)c3c(C)noc3C)CC2)c1	.	.	1.4	0.32	-2.5
45	CCN1CCN(CCCNC(=O)c2cc3sccc3n2CC)CC1	-0.6	-23	-0.4	-0.031	-1.6*
46	C=CCn1c(SCc2cccc(C#N)c2)nnc1-c1ccccc1O	-0.9	10	0.3	-0.14	-0.46
47	COc1ccccc1CNC(=O)CN1CCN(Cc2ccc(Cl)cc2)C1=O	-0.5	-6	0.9	0.33	0.22
48	CCOC(=O)c1cccc(NC(=O)C2CCN(S(=O)(=O)c3cnc[nH]3)CC2)c1	-0.8	0	-0.9	-1.6	0.42
49	CCOc1ccc(NS(=O)(=O)c2ccc3[nH]cc(C(=O)NCC4CCCO4)c(=O)c3c2)cc1 (centres undefined)	-1.1	7	0.5	0.84	-0.74
50	O=C(N1CCN(c2ccccc2)CC1)C(F)(F)C(F)(F)F	-2.4	-7	3.6	-0.15	0.00015
51	O=S(=O)(NCc1ccco1)c1cccc2cccnc12	-0.9	.	-0.1	-0.3	0.58
52	COc1cc2c(cc1NC(=O)CSCC(=O)O)oc1ccccc12	.	.	2.1	0.89	0.6
53	C=CCNC(=O)C1CC(=O)N(c2ccc(OCC(=O)Nc3cccc(OC)c3)cc2)C1 (centres undefined)	-0.2	-38	-0.3	0.057	-0.14

#	Her2 expr inh	HTR1E antagonist	Jurkat viability	HEK293 NFkB inh
41	94	-6	3	11
42	112	0	2	23
43	127	6	-3	11
44	104	-14	.	9
45	108	1	-1	17
46	78	-3	8	5
47	81	7	4	10
48	94	-4	-7	-12
49	73	-14	1	12
50	141	-4	-6	8
51	-16*	10	-1	13
52	96	-15	.	17
53	96	-1	4	2

One compound at a time, from the list above.
Shown for COc1ccc(OC)c(NC(=O)C2CCN(S(=O)(=O)c3c(C)noc3C)CC2)c1 = S1P3 ag: .; S1P1 ag pot: .; 5HT1E ag: 1.4; M1 agonist: 0.32; M1 antagonist: -2.5; Her2 expr inh: 104; HTR1E antagonist: -14; Jurkat viability: .; HEK293 NFkB inh: 9
Shown for O=S(=O)(NCc1ccco1)c1cccc2cccnc12 = S1P3 ag: -0.9; S1P1 ag pot: .; 5HT1E ag: -0.1; M1 agonist: -0.3; M1 antagonist: 0.58; Her2 expr inh: -16*; HTR1E antagonist: 10; Jurkat viability: -1; HEK293 NFkB inh: 13

Taken from the listing for reference:
#	molecule	S1P3 ag	S1P1 ag pot	5HT1E ag	M1 agonist	M1 antagonist
52	COc1cc2c(cc1NC(=O)CSCC(=O)O)oc1ccccc12	.	.	2.1	0.89	0.6
53	C=CCNC(=O)C1CC(=O)N(c2ccc(OCC(=O)Nc3cccc(OC)c3)cc2)C1 (centres undefined)	-0.2	-38	-0.3	0.057	-0.14

#	Her2 expr inh	HTR1E antagonist	Jurkat viability	HEK293 NFkB inh
52	96	-15	.	17
53	96	-1	4	2

Compounds as they come; 9.2% or so of the library scored in one or more.
